Screens (PubChem BioAssay)
FLuc modulator: qHTS profiling assay for firefly luciferase inhibitor/activator using purifed enzyme and Km concentrations of substrates (counterscreen for miR-21 project); Luciferin 4-monooxygenase (Photinus pyralis), P08659; purified FLuc, Km substrates, luminescence inhibition; Potency, µM (top dose mostly 57.5 µM), without a hit: top-dose activity change, negative = inhibition, usual class: inhibitors; hit rate 6.9% among 360,000; AID 588342, 2011; active = well fitted inhibition curve with a large enough effect; inconclusive = small, poorly fitted or top-dose-only effect;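 note: plate controls were vehicle for no effect and reference inhibitor for full effect; nearly all actives have a fitted effect of over 55% in size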
Target sequence (P08659 whole entry, looked up): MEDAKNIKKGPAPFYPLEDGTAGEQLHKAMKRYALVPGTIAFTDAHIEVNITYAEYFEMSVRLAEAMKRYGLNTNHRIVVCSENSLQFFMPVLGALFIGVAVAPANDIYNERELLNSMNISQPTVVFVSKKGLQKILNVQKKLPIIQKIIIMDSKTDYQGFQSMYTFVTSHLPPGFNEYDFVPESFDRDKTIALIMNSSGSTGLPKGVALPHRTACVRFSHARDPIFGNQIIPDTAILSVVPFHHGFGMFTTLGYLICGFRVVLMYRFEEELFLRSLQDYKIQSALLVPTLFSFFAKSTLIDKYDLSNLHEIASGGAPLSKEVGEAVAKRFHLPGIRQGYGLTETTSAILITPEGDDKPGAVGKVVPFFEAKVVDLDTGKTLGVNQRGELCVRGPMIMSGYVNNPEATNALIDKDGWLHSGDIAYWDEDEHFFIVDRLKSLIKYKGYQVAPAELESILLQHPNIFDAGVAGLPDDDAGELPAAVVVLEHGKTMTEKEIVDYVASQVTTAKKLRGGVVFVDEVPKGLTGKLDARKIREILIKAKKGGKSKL
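Purified P. pyralis luciferase (10nM final) with 10uM D-luciferin and 10uM ATP (Km levels) in 50mM Tris acetate pH 7.5, 10mM Mg acetate, 0.01% Tween-20, 0.05% BSA; qHTS 6-point titration, ~60 µM downward; luminescence read.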
* hit, by the source's call. Potency is the fitted concentration of half-maximal effect.

Results for CC(=O)N1c2ccc(S(=O)(=O)N3CCN(c4cccc(Cl)c4)CC3)cc2CC1C (configuration not stated) ?
FLuc modulator: -6.7%

What do the screens show for `COCCN1C(=O)c2oc3cc(C)cc(C)c3c(=O)c2C1c1cccc(O)c1` (configuration not stated)?
FLuc modulator: -11.0%

Results for CCCOc1ccc(NC(=O)CC2C(=O)N(c3cccc(OC)c3)C(=O)N2CCc2ccncc2)cc1 (configuration not stated) ?
FLuc modulator: 5.3%

Results for COc1ccc(N2CC(NC(=O)Cc3cccs3)CC2=O)cc1OC (configuration not stated) ?
FLuc modulator: -0.6%

Results for COc1ccc(Cl)cc1NC(=O)Cn1nnc2sc3c(c2c1=O)CCC(C(C)(C)C)C3 (configuration not stated) ?
FLuc modulator: 2.1%

How did Cc1ccc(C(=O)N2c3ccc(C)cc3C(C)(c3ccccc3)CC2(C)C)cc1 (configuration not stated) do in these assays?
FLuc modulator: -4.5%

Results for O=C(CCSCc1ccccc1Cl)NCCc1ccccc1 ?
FLuc modulator: inconclusive

What do the screens show for `CCOc1ccc(NC(=O)c2ccc3c(c2)CCN3S(=O)(=O)c2ccc(Cl)cc2)cc1`?
FLuc modulator: -2.4%

What do the screens show for `Cc1nn(-c2ccccc2)c2nc(C3CC3)cc(C(=O)Nc3ccccc3F)c12`?
FLuc modulator: 0.7%

What do the screens show for `COc1ccccc1OC(C)C(=O)N1CCC(c2nc3ccccc3s2)CC1` (configuration not stated)?
FLuc modulator: 1.1%

What do the screens show for `O=C(Nc1cnn(Cc2ccc(Cl)cc2Cl)c1)c1noc2c1CCc1ccccc1-2`?
FLuc modulator: -7.1%

What do the screens show for `CCOC(=O)N1CCc2c(sc(NCc3cccs3)c2C(=O)Nc2cc(OC)ccc2OC)C1`?
FLuc modulator: inconclusive

Two compounds picked at random from the list so far:
What do the screens show for `CCOc1ccc(NC(=O)c2ccc3c(c2)CCN3S(=O)(=O)c2ccc(Cl)cc2)cc1`?
FLuc modulator: -2.4%

Results for COc1ccc(Cl)cc1NC(=O)Cn1nnc2sc3c(c2c1=O)CCC(C(C)(C)C)C3 (configuration not stated) ?
FLuc modulator: 2.1%

(more compounds)
How did Cc1ccc(S(=O)(=O)NCCc2csc(-c3ccc(Cl)cc3)n2)cc1 do in these assays?
FLuc modulator: -9.4%

What do the screens show for `COc1ccc(Nc2ncnc3c2cnn3C)c(OC)c1`?
FLuc modulator: -2.1%

How did Cc1nn(C(=O)c2ccc(Cl)cc2)c(C)c1Sc1ccc(Cl)cc1 do in these assays?
FLuc modulator: -0.9%

How did CCOC(=O)c1cnn(-c2ccc(C(=O)Nc3cc(OC)c(OC)c(OC)c3)cc2)c1N do in these assays?
FLuc modulator: 3.1%

Results for CCCCOc1cccc(C(=O)N(Cc2ccc(N(C)C)cc2)C2CCS(=O)(=O)C2)c1 (configuration not stated) ?
FLuc modulator: -5.9%

What do the screens show for `Cc1ccc(-c2nnc(Nc3ccc(OCC(N)=O)cc3)c3ccccc23)cc1S(=O)(=O)NCC1CCCO1` (configuration not stated)?
FLuc modulator: -26.1%

How did COc1ccc(-c2cc(C(=O)NCCc3ccccc3)c3c(-c4ccc(Cl)cc4)[nH]nc3n2)cc1 do in these assays?
FLuc modulator: -3.3%

Results for Cc1nc(-c2ccc(S(=O)(=O)N3CCN(c4cccc(C(F)(F)F)c4)CC3)cc2)co1 ?
FLuc modulator: -5.5%

Results for CC(=O)c1cccc(NC(=O)CN2C(=O)c3cccnc3Sc3ccccc32)c1 ?
FLuc modulator: inconclusive

How did Cc1ccccc1-c1noc(-c2cc(C(C)C)[nH]n2)n1 do in these assays?
FLuc modulator: 10.7µM*

Results for Cc1ccc2nc(CN3CCN(C(=O)Nc4ccc(C)c(F)c4)CC3)oc2c1 ?
FLuc modulator: inconclusive

What do the screens show for `CC(=O)N1CCCc2ccc(NC(=O)c3ccc(OC(C)C)cc3)cc21`?
FLuc modulator: inconclusive

Results for Cc1cc(F)ccc1NC(=O)C1CCCN(S(=O)(=O)c2ccc3c(c2)CCCC(=O)N3)C1 (configuration not stated) ?
FLuc modulator: -5.4%

Results for COCCNC(=O)C1CCC(CNS(=O)(=O)c2ccc3c(c2)CC(C)N3C(C)=O)CC1 (configuration not stated) ?
FLuc modulator: -4.3%

What do the screens show for `COc1cccc(CNC(=O)CCc2c(C)c3cc4c(C)c(C)oc4cc3oc2=O)c1`?
FLuc modulator: -11.4%

Results for Cc1ccc(-n2nc3c(=O)n(CC(=O)Nc4ccccc4F)nc(C)c3c2C)c(C)c1 ?
FLuc modulator: -11.3%

Results for CCC1CN(C(=O)Nc2cccc(OC)c2)c2ccccc2O1 (configuration not stated) ?
FLuc modulator: -7.0%

Results for COc1ccc(Cn2c(C(=O)O)c(CNCCc3ccco3)c3ccc(OC)cc32)cc1 ?
FLuc modulator: 3.7%

Results for COCc1nn2cc(-c3ccc(C)cc3)nc2s1 ?
FLuc modulator: 1.35µM*

How did Cc1ccc(-n2nc(CO)c(C(=O)NC(C)CCCc3ccccc3)n2)cc1C (configuration not stated) do in these assays?
FLuc modulator: inconclusive

How did COc1cc(NC(=O)CCCc2nnc3n(C)c(=O)c4sccc4n23)cc(OC)c1OC do in these assays?
FLuc modulator: -1.5%

What do the screens show for `Oc1c(C(c2ccc(Cl)cc2)N2CCOCC2)sc2nc(-c3ccco3)nn12` (configuration not stated)?
FLuc modulator: -19.1%

What do the screens show for `COc1cc(NC(=O)CCc2c(C)nn(-c3ccc4nncn4n3)c2C)cc(OC)c1OC`?
FLuc modulator: -2.3%

Results for COc1cccc(N2CCN(c3ncnc4c3c(-c3ccccc3)cn4-c3ccc(C)cc3)CC2)c1 ?
FLuc modulator: -3.9%

How did CCOC(=O)c1ccc(NC(=O)c2nn(C)c3c2COc2ccccc2-3)cc1 do in these assays?
FLuc modulator: -0.5%

Results for CCOC(=O)c1c(S(=O)(=O)NCC(=O)Nc2ccc(F)cc2C)c(C)n(C)c1C ?
FLuc modulator: -1.5%

How did N#Cc1c(-n2ncnc2-c2ccccc2Cl)sc2c1CCCCC2 do in these assays?
FLuc modulator: 1.9µM*

Results for Cc1ccc(CN(Cc2cccn2-c2nnc(N3CCCC3=O)s2)C(=O)Nc2cc(C)cc(C)c2)cc1 ?
FLuc modulator: 1.9%

Results for CCc1ccc(NS(=O)(=O)c2ccc3[nH]cc(C(=O)NCCc4cccc(C)c4)c(=O)c3c2)cc1 ?
FLuc modulator: -7.0%

Results for Cc1cccc(NC(=O)CSc2cc(C)c3ccccc3n2)c1 ?
FLuc modulator: -18.5%

What do the screens show for `CCOC(=O)C1=C(CS(=O)(=O)c2ccc(Br)cc2)NC(=O)NC1c1ccccc1` (configuration not stated)?
FLuc modulator: 5.3%

How did Cc1ccc(C)c(N2CCN(C(=O)c3cnn(C(C)(C)C)c3C3CCN(C(=O)OC(C)(C)C)CC3)CC2)c1 do in these assays?
FLuc modulator: -0.4%

What do the screens show for `COc1ccc(CCNC(=O)CCCCn2c(=O)c3ccccc3n(Cc3ccccc3Cl)c2=O)cc1OC`?
FLuc modulator: -3.9%

How did COc1ccc(OC)c(CCNC(=O)c2c(C)oc3ncn(C)c(=O)c23)c1 do in these assays?
FLuc modulator: -1.7%

What do the screens show for `Cc1cc(C)c(NC(=O)c2c(C)oc3c2C2=NCCN2C=N3)c(C)c1`?
FLuc modulator: -0.7%

What do the screens show for `Cc1cc(C)cc(OCC(=O)Nc2ccc(Cl)c(-c3nc4ncccc4o3)c2)c1`?
FLuc modulator: -2.3%

Overlap with the part before: 3 entries, then new ones.
How did COc1ccc(OC)c(CCNC(=O)c2c(C)oc3ncn(C)c(=O)c23)c1 do in these assays?
FLuc modulator: -1.7%

What do the screens show for `Cc1cc(C)c(NC(=O)c2c(C)oc3c2C2=NCCN2C=N3)c(C)c1`?
FLuc modulator: -0.7%

What do the screens show for `Cc1cc(C)cc(OCC(=O)Nc2ccc(Cl)c(-c3nc4ncccc4o3)c2)c1`?
FLuc modulator: -2.3%

What do the screens show for `Fc1ccc(-n2ncc3c(Nc4ccc(Oc5ccccc5)cc4)ncnc32)cc1`?
FLuc modulator: -2.7%

Results for COC(=O)c1ccc(NC(=O)C2CCN(C(=O)c3ccc(F)cc3)CC2)cc1 ?
FLuc modulator: 5.0%

Results for Cc1ccc2cccc(NC(=O)c3ccc(OC(C)C)cc3)c2n1 ?
FLuc modulator: -6.7%

What do the screens show for `O=S(=O)(NCCc1csc2nc(-c3ccc(Cl)cc3)nn12)c1ccc(Oc2ccccc2)cc1`?
FLuc modulator: -2.7%

How did CCN(CC)CCNC(=O)c1c2c(nc3ccccc13)C(=O)N(C1CCCCC1)C2 do in these assays?
FLuc modulator: 2.4%

Results for CC(=O)c1ccc(NC(=O)C2CCC(CNS(=O)(=O)c3cccs3)CC2)cc1 (configuration not stated) ?
FLuc modulator: -4.6%

How did Cc1ccc(CNC(=O)Cc2c(C)c3cc4c(C)coc4cc3oc2=O)cc1 do in these assays?
FLuc modulator: -3.0%

Results for Cc1ccccc1NC(=O)N1CCc2c(sc3c2CCCC3)C1c1ccccc1 (configuration not stated) ?
FLuc modulator: -5.7%

How did COc1ccc(C(=O)c2cn(Cc3cccc(C)c3)c3cc4c(cc3c2=O)OCO4)cc1 do in these assays?
FLuc modulator: -1.3%

How did COc1ccc(-c2nc(CSc3nncn4c3cc3occc34)c(C)o2)cc1 do in these assays?
FLuc modulator: -12.5%

Results for CCCCOc1ccc(Cn2c(=O)oc3ccc(C)cc32)cc1OC ?
FLuc modulator: -11.5%

How did CCCN1Cc2cccc(C(=O)Nc3ccccc3F)c2C1=O do in these assays?
FLuc modulator: -2.7%

Results for CCOc1ccccc1NC(=O)C1CCCN(c2ncnc3onc(-c4ccc(F)cc4)c23)C1 (configuration not stated) ?
FLuc modulator: -7.9%

How did Cc1ccc(N2CC(c3nnc(Cc4ccccc4Cl)o3)CC2=O)cc1 (configuration not stated) do in these assays?
FLuc modulator: 3.4%

How did CC(=O)Nc1ccc(NC(=O)c2ccc(COc3ccc(Cl)cc3Cl)o2)cc1 do in these assays?
FLuc modulator: -3.4%

How did COc1ccccc1NC(=O)C1CCN(c2cnccn2)CC1 do in these assays?
FLuc modulator: -2.3%

How did CCOC(=O)c1cc(NC(=O)c2ccc(C)cc2)c(=O)n2c1oc1ccc(Cl)cc12 do in these assays?
FLuc modulator: 2.7%

What do the screens show for `O=C(Nc1cccc(C(=O)N2CCN(c3ccc(F)cc3)CC2)c1)c1nsc2ccccc12`?
FLuc modulator: 0.849µM*

How did COc1ccc(CNC(=O)C(CC(C)C)NS(=O)(=O)c2ccc3c(c2)CCN3C(C)=O)cc1 (configuration not stated) do in these assays?
FLuc modulator: -0.6%

Results for CCOc1ccc(-c2cc(C(=O)N3CCN(c4cc(Cl)ccc4C)CC3)c3ccccc3n2)cc1 ?
FLuc modulator: 9.53µM*

Results for CCOCc1cc(CN2CCN(c3cccc(Cl)c3)CC2)c(O)c2ncccc12 ?
FLuc modulator: -3.8%

Results for CC(=O)c1ccc(NC(=O)COc2ccccc2-c2nc(C)no2)cc1 ?
FLuc modulator: -7.1%

Results for COc1ccc(Cl)cc1NC(=O)c1sc2nc(-c3ccc(OC)c(OC)c3)ccc2c1N ?
FLuc modulator: -5.9%

Results for COc1ccc(-n2c(SCC(N)=O)nc3c(oc4ccccc43)c2=O)cc1 ?
FLuc modulator: 1.9%

2 successive records out of the list so far, quoted:
Results for CCOc1ccccc1NC(=O)C1CCCN(c2ncnc3onc(-c4ccc(F)cc4)c23)C1 (configuration not stated) ?
FLuc modulator: -7.9%

How did Cc1ccc(N2CC(c3nnc(Cc4ccccc4Cl)o3)CC2=O)cc1 (configuration not stated) do in these assays?
FLuc modulator: 3.4%

Back to the main list with the two entries that preceded the break.
Results for COc1ccc(Cl)cc1NC(=O)c1sc2nc(-c3ccc(OC)c(OC)c3)ccc2c1N ?
FLuc modulator: -5.9%

Results for COc1ccc(-n2c(SCC(N)=O)nc3c(oc4ccccc43)c2=O)cc1 ?
FLuc modulator: 1.9%

How did Cc1cccc(C(=O)N2CCc3cc(CNC(=O)CSc4ccccc4)ccc32)c1 do in these assays?
FLuc modulator: -17.8%

How did CC(C)(C)c1ccc(C(=O)NCC(=O)OCc2cc(=O)n3nc(C4CC4)sc3n2)cc1 do in these assays?
FLuc modulator: inconclusive

How did O=S(=O)(NCCc1csc2nc(-c3ccccc3)nn12)c1cccs1 do in these assays?
FLuc modulator: -2.2%

Results for CCc1ccccc1NC(=O)CN(C)S(=O)(=O)c1cccc2nsnc12 ?
FLuc modulator: -4.3%

What do the screens show for `COc1ccc(-c2nc3cc(NC(=O)c4cc5ccccc5o4)ccc3o2)cc1`?
FLuc modulator: -3.7%

How did CCn1c(=O)c(=O)n(CC)c2cc(N3CCCCC3)c(NC(=O)c3cccc(OC)c3)cc21 do in these assays?
FLuc modulator: -0.5%

Results for CCN1Cc2cccc(C(=O)Nc3ccc(F)cc3)c2C1=O ?
FLuc modulator: -7.0%

How did COc1ccc(-c2cn3c(n2)sc2cc(C(=O)Nc4cccc(OC)c4)ccc23)cc1 do in these assays?
FLuc modulator: -7.7%

Results for O=C(COc1ccccc1-c1nc(-c2ccccc2)no1)Nc1cccc([N+](=O)[O-])c1 ?
FLuc modulator: -10.0%

Results for Cc1ccc(N2CC(NC(=O)c3ccc(Br)o3)CC2=O)cc1C (configuration not stated) ?
FLuc modulator: -8.4%

How did COc1cc2c(cc1NC(=O)COc1cc(C)cc(C)c1)oc1ccccc12 do in these assays?
FLuc modulator: -0.3%

Results for CC(C)COc1ccc(C(=O)N2CCCCC2CCN2CCOCC2)cc1 (configuration not stated) ?
FLuc modulator: 0.8%

Results for COc1cc(OC)c(NC(=O)C2CCN(S(=O)(=O)c3c(C)noc3/C=C/c3c(C)cc(C)cc3C)CC2)cc1Cl ?
FLuc modulator: -1.6%

How did CCOc1cccc(C(=O)N(Cc2ccc(C(C)C)cc2)C2CCS(=O)(=O)C2)c1 (configuration not stated) do in these assays?
FLuc modulator: 0.8%

The list is partial. The share of hits here may be higher or lower than overall.
